D2 ag: activates the human D2 dopamine receptor; P14416; HEK293 T-REx D2 cells, calcium flux agonist mode; activation, % at 2 µM; hit rate 0.53% among 340,000; AID 485358;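 active = activation over 3 SD above normal in the single-dose calcium agonist read, cut at about 30% in these data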; note: 0% is about no effect
Target sequence (P14416 whole entry, looked up): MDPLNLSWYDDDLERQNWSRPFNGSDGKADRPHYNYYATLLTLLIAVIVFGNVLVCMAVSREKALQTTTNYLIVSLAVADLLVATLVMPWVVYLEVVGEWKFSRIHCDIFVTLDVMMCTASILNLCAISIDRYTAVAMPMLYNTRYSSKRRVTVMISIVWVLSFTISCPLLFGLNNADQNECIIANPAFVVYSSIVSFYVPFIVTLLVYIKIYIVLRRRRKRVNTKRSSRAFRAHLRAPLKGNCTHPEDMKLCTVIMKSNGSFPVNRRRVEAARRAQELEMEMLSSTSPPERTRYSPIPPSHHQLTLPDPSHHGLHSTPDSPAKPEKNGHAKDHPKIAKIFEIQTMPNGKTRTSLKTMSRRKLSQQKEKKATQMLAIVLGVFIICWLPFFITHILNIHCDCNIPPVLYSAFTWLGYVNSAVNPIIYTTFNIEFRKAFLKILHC
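Tetracycline-induced HEK293 T-REx cells with force-coupled D2 receptor, plated overnight at 30 C, loaded with no-wash calcium dye. After a 10 s baseline, compound was pin-added and calcium flux read kinetically for 180 s; calcium rises flagged agonists.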
D1 ag: agonists of human D1 dopamine receptor; activation, % at 2 µM; P21728; AID 504660; hit rate 1% among 360,000; HEK293 T-REx D1 cells, calcium flux, agonist mode; in the data active = activation above about 30%; note: 0% is about no effect
Target sequence (P21728 whole entry, looked up): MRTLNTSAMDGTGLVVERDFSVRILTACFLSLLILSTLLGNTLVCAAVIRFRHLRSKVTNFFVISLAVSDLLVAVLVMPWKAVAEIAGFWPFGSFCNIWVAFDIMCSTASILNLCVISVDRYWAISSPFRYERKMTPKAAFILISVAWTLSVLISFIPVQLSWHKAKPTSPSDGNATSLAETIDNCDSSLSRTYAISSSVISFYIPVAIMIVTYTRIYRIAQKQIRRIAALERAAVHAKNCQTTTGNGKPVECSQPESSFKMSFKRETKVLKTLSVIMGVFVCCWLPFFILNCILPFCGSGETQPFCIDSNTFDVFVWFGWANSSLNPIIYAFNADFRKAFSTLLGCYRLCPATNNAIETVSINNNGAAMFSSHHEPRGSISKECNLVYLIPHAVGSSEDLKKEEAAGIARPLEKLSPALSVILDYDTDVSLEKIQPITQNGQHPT
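Tetracycline-induced HEK293 TREx D1 cells, force-coupled to calcium signalling, were dye-loaded with a no-wash calcium kit. Compound was pin-added after a 10 s baseline. Fluorescence was read kinetically at 1 cycle/s for 180 s, with calcium rises flagged as agonism.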
RXFP1 antag: antagonists of human relaxin receptor RXFP1. HEK293-RXFP1, relaxin-stimulated cAMP HTRF, 30 min; stronger effect = lower value. hit rate 0.59% among 350,000. Q9HBX9. activity change, negative = inhibition, % at 57.5 µM. AID 1259400;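 active = activity change of -60% or lower, but not beyond a set lower limit; inconclusive = change between -60% and -40%, or beyond the set limit; inactive = change above -40%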; note: % is set by controls: 0 for no effect and ±100 for the full control effect
D1 antag: human D1 dopamine receptor antagonism | P21728 | HEK293 TREx D1 cells, calcium flux, dopamine EC80; stronger effect = lower value | activity change, negative = inhibition, % at 10 µM | hit rate 3.2% among 360,000; in the data active = activity change below about -30%; note: % is set by controls: 0 for no effect and ±100 for the full control effect
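HEK293 T-REx cells expressing inducible, force-coupled D1 receptor; no-wash Ca dye, 30–90 min RT. Cmpd → 180 s read at 1 Hz → EC80 DA → 180 s read.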
TRHR PAM: TRH receptor (human) allosteric enhancement; P34981; TRHR cells, fluo-8 calcium fluorescence, EC20 TRH enhancement; enhancement, % at 2 µM; AID 493056; hit rate 0.66% among 360,000; in the data active = enhancement above about 30%; note: 0% is about no effect
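TRHR-expressing cells loaded with fluo-8 calcium dye were read kinetically (ex 480/em 530) during compound addition, then stimulated with an EC20 of TRH (10 nM final). Enhancement of the Gq-mediated intracellular calcium response was scored.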
D2 potentiator: positively modulates the human D2 dopamine receptor allosterically | P14416 | HEK293 T-REx D2, calcium flux, EC20 dopamine potentiation | potentiation, % at 10 µM | hit rate 0.34% among 340,000 | AID 485347;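 active = potentiation over 3 SD above the plate norm, cut at about 30% in these data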; note: 0% is about no effect
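Potentiation of an EC20 dopamine calcium response measured kinetically over 180 s, after a preceding 180 s compound-only read flagging agonists. Cells: inducible Hek293 Trex D2 line, 4000/well, cultured overnight at 30 C before dye loading.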
RXFP1 ag: activates the human relaxin receptor RXFP1. Potency, µM (doses to about 57.5 µM), without a hit: top-dose activation, hits mostly activators. hit rate 0.3% among 370,000. HEK293T-RXFP1 cAMP TR-FRET, 30 min; response scale: percent of porcine relaxin response, buffer zero; active = well fitted activation curve with a large enough effect; inconclusive = small, poorly fitted or top-dose-only effect; note: potency is the fitted concentration of half-maximal effect; % is set by controls: 0 for no effect and ±100 for the full control effect; nearly all actives have a fitted effect of over 60% in size; many of its hits are not listed in these tables
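Agonist response is measured as cAMP accumulation in an RXFP1-transfected HEK293T line under PDE4 inhibition. Values are scaled between buffer-only and 29 nM porcine relaxin, and EC50s come from standard Hill equation fits.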
D1 PAM: enhances dopamine response at the human D1 receptor; P21728; HEK293 TREx D1 cells, calcium flux, dopamine EC20 potentiation; potentiation, % at 10 µM; hit rate 0.036% among 360,000; AID 504651; in the data active = potentiation above about 30%; note: 0% is about no effect
D2 antagonist: antagonizes the human D2 dopamine receptor. HEK293 TREx D2 cells, calcium flux, dopamine EC80. inhibition, % at 10 µM. hit rate 2% among 340,000. AID 485344; in the data active = inhibition above about 30%; note: 0% is about no effect
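Measurement of antagonist activity uses fluorescent calcium dye in inducible HEK293 T-REx D2 cells: 10 s baseline, compound addition with 180 s read, EC80 dopamine addition with a further 180 s read.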
The depositor's hits bear a star; u = inconclusive; x = no result given; & = joins results of further samples. A portion of the library; count on the stated rates, not on these rows.

Results follow in this order: D2 ag	D1 ag	RXFP1 antag	D1 antag	TRHR PAM	D2 potentiator	RXFP1 ag	D1 PAM	D2 antagonist
1	CCc1ccc(C(=O)COC(=O)C(Cc2ccccc2)NC(=O)C2CCC(C)CC2)cc1 (stereo not given)
    1.5	6	7	-31*	4	12	0.3%	-6	4
2	O=C(O)CC/C(=N/NC(=O)c1ccc(-c2ccccc2)cc1)c1ccccc1
    0.7	1	-7	-10	-1	-3	-2.2%	-3	-7
3	Cc1ccnc(NC(=O)CCCOc2ccc(Cl)cc2C)c1
    1.6	4	x	-3	-1	-3	-1.2%	-2	-6
4	COc1cc(C=O)ccc1OC(=O)c1cccnc1
    0.4	2	1	-13	5	2	-0.8%	9	-11
5	COc1ccc(/C=C/C(=O)c2cc(F)ccc2OC(=O)c2ccc(OC)c(OC)c2)cc1OC
    4.1	19	-6	-11	6	6	1.6%	-3	-12
6	COc1ccc(OC)c(NC(=O)c2ccc(NS(C)(=O)=O)cc2)c1
    -0.3	1	0	x	2	-1	2.5%	1	3
7	COc1cc(CN(CC2CCCO2)C(=O)c2ccccc2F)cc(OC)c1OC (stereo not given)
    0.3	0	4	-5	1	x	-0.3%	5	x
8	Cc1nn(C)c2c1c(-c1ccccc1)cc(=O)n2C(C)C(=O)NCCc1ccc(Cl)cc1 (stereo not given)
    x	2	-28	-3	3	11	0.2%	-2	x
9	CC(C)Sc1nc2c(c(=O)n1-c1ccc(F)cc1)SCC2
    -2.0	2	-8	-5	1	6	-0.4%	-5	-18
10	COc1cccc(/C=C2\CCC(C3CCCC3)C2=O)c1OC (stereo not given)
    -0.8	7	-7	0	-3	-6	1.8%	-1	-4
11	Cc1cc(C)c(-n2nnnc2SC(C)C)c(C)c1
    -0.4	3	-12	4	-2	-5	-0.6%	-4	7
12	Cc1ccc(NC(=O)CCCn2nc(C)c3c(C)n(-c4ccccc4)nc3c2=O)c(Cl)c1
    -1.1&-1.3	1&3	-5&-12	3&10	2&6	1&5	-4.8%&1.3%	1&-1	0
13	O=C(CSc1ccc2nnc(-c3ccccn3)n2n1)Nc1ccccc1C(F)(F)F
    -0.2	1	-2	12	5	4	29%	2	-3
14	COc1ccc2nc(SCC(=O)NC3CCCCC3C)[nH]c2c1 (stereo not given)
    0.9	0	1	-40*	-5	-13	-0.6%	-15	8
15	COc1nc(N(C)C)nc(N(C#N)CCOC(C)=O)n1
    -0.4	1	-7	-5	-1	0	3.9%	0	-14
16	COc1cccc(C(C(=O)NCC2CCCO2)N(C(=O)Cn2nnc3ccccc32)c2ccc(NC(C)=O)cc2)c1 (stereo not given)
    x	5	0	-4	3	x	6.0%	x	x
17	CCOC(=O)c1cc(S(=O)(=O)N(C)Cc2ccccc2)cn1C
    -0.1	1	9	-10	3	-6	1.3%	-3	2
18	COc1cccc(/C=C2\SC(=S)N(CCCC(=O)N3CCCCC3CCO)C2=O)c1 (stereo not given)
    1.2	8	-9	9	-4	2	0.7%	3	-2
19	O=C(Cc1ccccc1)Nc1cccc(-c2nc3cccnc3s2)c1
    2.5	-1	-9	-2	1	9	-7.8%	-2	x
20	O=C(O)COCC(=O)Nc1cc(C(F)(F)F)cc(C(F)(F)F)c1
    0.1	3	2	14	0	-23	2.0%	2	-15

Single records (already shown). Screens in order: D2 ag, D1 ag, RXFP1 antag, D1 antag, TRHR PAM, D2 potentiator, RXFP1 ag, D1 PAM, D2 antagonist
`Cc1cc(C)c(-n2nnnc2SC(C)C)c(C)c1` as listed: -0.4, 3, -12, 4, -2, -5, -0.6%, -4, 7
`CCOC(=O)c1cc(S(=O)(=O)N(C)Cc2ccccc2)cn1C` as listed: -0.1, 1, 9, -10, 3, -6, 1.3%, -3, 2
`Cc1ccc(NC(=O)CCCn2nc(C)c3c(C)n(-c4ccccc4)nc3c2=O)c(Cl)c1` as listed: -1.1&-1.3, 1&3, -5&-12, 3&10, 2&6, 1&5, -4.8%&1.3%, 1&-1, 0

(more compounds)
Results follow in this order: D2 ag	D1 ag	RXFP1 antag	D1 antag	TRHR PAM	D2 potentiator	RXFP1 ag	D1 PAM	D2 antagonist
21	Cc1cccc(OCC(=O)NCC(=O)N/N=C/c2c(C)[nH]c3ccccc23)c1
    0.5	0	-16	2	15	3	0.3%	-3	-11
22	CCOC(=O)C1=NNC2(c3ccc(C)cc3)C(=O)N(c3ccc(Cl)cc3)C(=O)C12 (stereo not given)
    0.3	3	5	8	16	12	0.5%	5	-19
23	CCOC(=O)C1CCN(C(=O)c2cc3sc(C)cc3n2C)CC1
    0.0	-1	-9	7	-7	-3	6.2%	2	x
24	C=CCn1c(SCC(=O)Nc2ccccc2C)nnc1-c1ccncc1
    x	2	0	-2	3	x	0.3%	3	x
25	CC(=O)c1cccc(NC(=O)c2cc(C)no2)c1
    -0.1	0	x	3	6	-5	0.1%	5	10
26	COc1ccccc1NC1=Nc2cccc3cccc1c23
    -0.8	3	-8	-7	5	-7	2.8%	-12	-9
27	Cc1cccn2cc(-c3ccc(NC(=O)Cc4ccccc4)cc3)nc12
    -0.7	0	-1	5	-1	2	11%	3	2
28	COc1ccc(NC(=O)COC(=O)c2ccccc2SCC(=O)N2CCCC2)cc1
    1.9	3	-11	-8	-2	3	0.8%	-3	14
29	Cc1ccc(CNC(=O)c2cnc(N3CCCCC3)c3ccccc23)cc1
    -0.6	3	u	-12	1	0	17%	-2	x
30	O=P(OC1CCCCC1)(OC1CCCCC1)C(O)c1ccc(Cl)cc1Cl (stereo not given)
    -0.8	14	-3	x	-1	13	0.5%	-3	7
31	Cc1ccc(-n2c(SCC(=O)N3CCOCC3)nc(O)cc2=O)cc1
    0.2	1	-5	16	3	19	0.6%	4	-11
32	CCOCCn1c(N2CCCC2)nc2c1c(=O)n(C)c(=O)n2C
    -0.4	2	1	0	6	12	3.3%	-1	-13
33	CC(=O)OC(COc1cccc(C)c1)Cn1cnc2ccccc21 (stereo not given)
    -0.2	0	-5	0	2	-3	1.2%	1	-6
34	CC(C)Cc1n[nH]c(=O)[nH]1
    -0.1	0	-1	2	-8	13	1.9%	0	0
35	Cc1cccc(C)c1OCCCn1ccnc1
    1.3	7	7	6	-4	5	1.2%	-3	-1
36	COc1ccc(C(=O)OCc2c(F)cccc2Cl)cc1S(=O)(=O)N1CCOCC1
    0.3	7	-9	-2	2	-1	3.6%	-11	-10
37	COc1ccc(OC)c(C2C(C(=O)c3ccco3)=C(O)C(=O)N2Cc2cccnc2)c1 (stereo not given)
    -0.1	1	7	9	-3	8	u	-1	-4
38	CSCCC(NC(=O)OC(C)(C)C)C(=O)Oc1ccc2c(=O)c(-c3ccc4c(c3)OCCO4)coc2c1 (stereo not given)
    0.3	1	-12	-22	5	10	4.0%	-11	33*
39	Fc1ccc(NC(=S)N2CCCCC2)cc1
    1.0	3	7	-12	6	2	-0.2%	-2	-11
40	C=CCn1c(C)cc(C(=O)COC(=O)/C=C/c2c(C)nn(C3CCS(=O)(=O)C3)c2Cl)c1C (stereo not given)
    -0.3	9	-3	-2	11	10	0.0%	-5	5
41	CN(C)c1nc(NCc2ccccc2)nc(N/N=C/c2ccc(Br)cc2)n1
    -1.4	5	9	-14	2	-5	-0.1%	-4	8
42	Cc1cccc(NC(=O)N2CCC(N3CCN(Cc4ccccc4)C(=O)C3=O)CC2)c1C
    0.5	2	6	33	-4	0	-0.1%	0	x
43	Cc1cc(N(C)Cc2ccccc2)nc(-c2ccccc2)n1
    0.7	1	-6	15	3	4	-1.0%	0	18
44	Cc1cc(NC(=O)COC(=O)C2CCN(S(=O)(=O)c3ccccc3)CC2)c([N+](=O)[O-])cc1C
    0.5	5	-6	2	1	15	-4.3%	-3	-7
45	CCOc1ccc(N(C(=O)c2ccc(C)cc2)S(=O)(=O)c2ccc3c(c2)n(C)c(=O)n3C)cc1
    -0.2	3	1	-17	2	14	-0.9%	-3	x
46	O=C(NCCNC(=O)c1ccccn1)c1ccccc1
    0.1	0	4	4	20	-1	-0.8%	8	20
47	COc1cc(Nc2nc(SCc3ccc(Cl)cc3)nc3ccccc23)cc(OC)c1
    0.3	5	-1	1	-1	-12	4.3%	-3	x
48	CCC(C)(c1nnnn1-c1c(C)cccc1C)N(N=O)c1cccc(C(F)(F)F)c1 (stereo not given)
    1.3	2	-7	0	-5	5	0.2%	8	4
49	CCOC(=O)N1CCN(C(=O)CN2C(=O)COc3ccc(C)cc32)CC1
    -0.6	-3	0	-1	-18	-6	0.5%	-6	37*
50	CCOC(=O)C(CC)Sc1ncnc2sc3c(c12)CCCC3 (stereo not given)
    0.9	4	x	-9	-7	-5	7.6%	-2	x
51	O=S(=O)(NCc1ccc(Cl)cc1)c1ccc(-c2cnc(C3CC3)o2)cc1
    -1.3	3	x	-5	6	14	3.2%	-1	x
52	CCn1c(C(=O)N2CCC(C(=O)NCc3ccc4c(c3)OCO4)CC2)cc2sccc21
    0.2	1	-23	-5	1	-5	1.4%	1	10
53	O=C(Nc1ccc(Cl)cn1)c1ccc([N+](=O)[O-])o1
    -0.4	0	38	13	0	-16	26%	0	2
54	CCOc1ncccc1C(=O)OCc1c(Cl)cccc1Cl
    0.0	2	1	-18	1	11	4.9%	-4	-3
55	O=C(c1nnsc1S(=O)c1ccc(Cl)cc1)N1CCOCC1 (stereo not given)
    2.6	5	-10	18	3	-3	-3.9%	8	6
56	Cc1ccc(NC(=O)CSc2nnc([C@@H]3CCCN3C(=O)OC(C)(C)C)o2)c(C)c1
    -0.3	-2	-3	4	-5	4	0.2%	1	5
57	Cn1c(=O)c2nc(SCC(=O)Nc3cc(Cl)cc(Cl)c3)n(C)c2n(C)c1=O
    0.9	3	-6	x	0	16	-0.4%	-2	x
58	CCCOc1ccc2c(c1)C(=NN=C(N)N)c1cc(OCCC)ccc1-2
    -0.2	1	-28	5	-3	16	1.0%	3	-18
59	CC(=O)/C(C#N)=C1\NC(=O)C(Cc2cc(Cl)ccc2Cl)S1 (stereo not given)
    -0.4	12	-4	-9	-17	14	-2.8%	-1	7
60	COc1ccccc1-c1nc2ccccc2c(=O)n1NC(=O)c1cccs1
    -0.1	4	-9	-15	-3	1	-0.6%	-3	-5
61	O=C(NCCCc1ccccc1)c1cncc(Br)c1
    -1.6	2	-25	16	-1	7	5.2%	-2	12
62	O=C(N[C@@H](Cc1c[nH]c2ccccc12)C(=O)NC1CC1)c1ccccc1Cl
    0.5	1	-3	-7	-3	20	-0.7%	-3	-5
63	COc1ccc(C(=O)O)cc1S(=O)(=O)Nc1cc(Cl)ccc1N1CCOCC1
    0.1	0	1	-2	-8	5	1.9%	-2	-6
64	CC(=O)NCCc1nc2ccccc2n1CCCCOc1ccc(Cl)cc1
    -0.5	17	-10	-8	1	-1	-1.5%	-3	x
65	COc1ccccc1N1C(=O)CC(N2CCN(c3ccc([N+](=O)[O-])cc3)CC2)C1=O (stereo not given)
    1.5	3	2	1	-4	14	1.4%	-7	10

Screening results (PubChem)
